D2 antagonist = antagonizes the human D2 dopamine receptor; P14416; HEK293 TREx D2 cells, calcium flux, dopamine EC80; inhibition, % at 10 µM; hit rate 2% among 340,000; AID 485344; in the data active means inhibition above about 30%; further: 0% is about no effect
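Tetracycline-induced HEK293 T-REx cells expressing D2 force-coupled to calcium signalling were dye-loaded, exposed to compound for 180 s, then challenged with an EC80 of dopamine; calcium flux was followed kinetically for a further 180 s.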
Vif-A3G inh = Vif-A3G binding inhibition; Q9HC16; HeLa A3G-eYFP + Vif (tagged APOBEC3G with the HIV-1 protein that degrades it), YFP fluorescence, overnight; Potency, µM (doses to about 46.1 µM), without a hit: top-dose activity, negative = active, actives largely listed as inhibitors; hit rate 0.076% among 410,000; AID 602310;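 further: potency means the concentration at half of the fitted maximal effect; on the % scale 0 is the no-effect control and ±100 the full control effect; nearly all actives have a fitted effect of over 60% in size; hits raise eYFP signal because A3G escapes Vif-driven loss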
Target sequence (Q9HC16 whole entry, looked up): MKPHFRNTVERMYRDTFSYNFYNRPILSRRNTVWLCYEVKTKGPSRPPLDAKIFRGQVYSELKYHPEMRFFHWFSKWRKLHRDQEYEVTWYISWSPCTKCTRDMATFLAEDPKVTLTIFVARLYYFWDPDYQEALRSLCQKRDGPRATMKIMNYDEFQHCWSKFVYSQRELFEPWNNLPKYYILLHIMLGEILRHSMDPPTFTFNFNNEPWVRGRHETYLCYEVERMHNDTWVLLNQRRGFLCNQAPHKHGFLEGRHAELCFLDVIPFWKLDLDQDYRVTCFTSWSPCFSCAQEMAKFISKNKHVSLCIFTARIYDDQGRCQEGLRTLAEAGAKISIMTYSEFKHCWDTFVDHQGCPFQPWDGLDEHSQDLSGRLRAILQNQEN
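HeLa cells stably expressing Vif and C-terminally eYFP-tagged A3G, seeded overnight at 37 deg C, then exposed to compound by pintool overnight at 37 deg C. Rise in yellow fluorescence (Ex 488/Em 500-530, Acumen) marks blocked Vif-driven A3G degradation.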
Vif-APOBEC3F blk = inhibitors of Vif-A3F interaction | Potency, µM (titrated, usually from 46.1 µM), without a hit: top-dose activity, negative = active | HeLa A3F-eYFP + Vif (tagged APOBEC3F with the HIV-1 protein that degrades it), YFP fluorescence increase | AID 602313 | hit rate 0.2% among 390,000; further: potency means the concentration at half of the fitted maximal effect; % of control where 0% means no effect; nearly all actives have a fitted effect of over 65% in size
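HeLa cells stably expressing Vif plus C-terminally eYFP-tagged A3F were seeded, incubated overnight at 37 deg C, dosed with compound, incubated overnight again at 37 deg C. Yellow fluorescence (Ex 488/Em 500-530) reported blocked Vif-mediated A3F-eYFP degradation.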
GRP78 ERSR act = inducers of ER stress response in human glioma cells; hit rate 0.02% among 420,000; U87-MG GRP78 promoter luciferase reporter, 16 h; AID 602332; Potency, µM, for the others: at the highest dose activation, most hits filed as activators; further: potency means the concentration at half of the fitted maximal effect; series mostly up to about 76 µM; % of control where 0% means no effect; nearly all actives have a fitted effect of over 35% in size
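ERSR induction read as luciferase luminescence (Bright-Glo, 10 min at room temperature) in stably transfected human U87-MG glioma cells exposed to compounds for 16 h, using GRP78 as sensor.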
RGS4 inhibitor = blocks human RGS4-accelerated GTP hydrolysis. Potency, µM (titrated, usually from 114 µM), for the others: top-dose activity change, negative = inhibition, actives largely listed as inhibitors. AID 504845. Transcreener GDP fluorescence polarization, RGS4-accelerated GTP hydrolysis. hit rate 0.039% among 390,000; further: potency means the concentration at half of the fitted maximal effect; on the % scale 0 is the no-effect control and ±100 the full control effect; nearly all actives have a fitted effect of over 75% in size; some results filed as inactive show a strong effect at the top dose
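MLSMR compounds (23 nl, pin-transferred) preincubated 10 min at room temperature with a 500nM (2x) first reagent, then RGS4 at 900nM (2x) plus Transcreener GDP mix added; fluorescence polarization (620/688 nm) read before and after 90 min at 30 °C.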
ALOX12 inh = ALOX12 (human) lipoxygenase inhibition. P18054. purified 12hLO, xylenol orange hydroperoxide absorbance. Potency, µM (highest dose often 108 µM), for inactives: at the top dose activity change, negative = inhibition, hits mostly inhibitors. hit rate 1.1% among 580,000. AID 1671190; further: potency means the concentration at half of the fitted maximal effect; on the % scale 0 is the no-effect control and ±100 the full control effect
Target sequence (P18054 whole entry, looked up): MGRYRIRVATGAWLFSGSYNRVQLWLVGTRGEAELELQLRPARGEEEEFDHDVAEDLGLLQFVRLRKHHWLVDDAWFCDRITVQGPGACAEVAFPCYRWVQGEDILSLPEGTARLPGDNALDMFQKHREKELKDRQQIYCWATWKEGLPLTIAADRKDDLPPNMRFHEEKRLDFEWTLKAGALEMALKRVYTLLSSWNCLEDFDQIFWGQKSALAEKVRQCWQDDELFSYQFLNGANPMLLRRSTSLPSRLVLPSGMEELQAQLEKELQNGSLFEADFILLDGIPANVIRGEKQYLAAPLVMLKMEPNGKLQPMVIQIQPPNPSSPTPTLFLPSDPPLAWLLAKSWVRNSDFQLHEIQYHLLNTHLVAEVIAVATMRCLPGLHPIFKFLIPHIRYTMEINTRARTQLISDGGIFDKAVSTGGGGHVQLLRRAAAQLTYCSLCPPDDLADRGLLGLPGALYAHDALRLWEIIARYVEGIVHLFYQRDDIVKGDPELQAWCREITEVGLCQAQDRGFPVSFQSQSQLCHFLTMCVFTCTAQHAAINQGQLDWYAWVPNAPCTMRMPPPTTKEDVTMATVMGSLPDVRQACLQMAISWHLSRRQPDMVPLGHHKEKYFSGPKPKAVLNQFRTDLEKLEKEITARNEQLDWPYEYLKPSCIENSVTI
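Purified human 12hLO at 150 nM in 25 mM Hepes, 0.01% Triton X-100, pH 7.0, preincubated 15 min at room temperature with compound. Reaction started with 40 uM arachidonic acid, 30 min at room temperature. Hydroperoxide measured by Fe-xylenol orange, 573/405 nm absorbance ratio.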
D2 agonist = activates the human D2 dopamine receptor. P14416. HEK293 T-REx D2 cells, calcium flux agonist mode. activation, % at 2 µM. hit rate 0.53% among 340,000;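 active means activation over 3 SD above normal in the single-dose calcium agonist read, cut at about 30% in these data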; further: 0% is about no effect
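Tetracycline-induced HEK293 T-REx cells with force-coupled D2 receptor, plated overnight at 30 C, loaded with no-wash calcium dye. After a 10 s baseline, compound was pin-added and calcium flux read kinetically for 180 s; calcium rises flagged agonists.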
LDHA block = blocks human lactate dehydrogenase A; P00338; purified LDHA, NADH/diaphorase-resazurin fluorescence; stronger effect = lower value; activity change, % (values are at about 110 or 230 µM); hit rate 0.15% among 480,000; in the data active means activity change below about -30%; inconclusive means mostly about -25% to -30%;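 further: plate controls were DMSO wells for no effect and wells without enzyme for full effect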
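Resorufin fluorescence (ex540/em590), read at 0 and 20 min after diaphorase/resazurin addition, reports the NADH left after a 5 min room-temperature reaction of 2 nM human LDH5 with 0.06 mM NADH and 0.2 mM pyruvate.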
ERG Ets-DNA blk = blocks human ERG Ets domain binding to DNA. hit rate 0.028% among 370,000. Potency, µM (top dose mostly 76.9 µM), without a hit: at the highest dose FP activity, negative = inhibition, actives largely listed as inhibitors. P11308. fluorescence polarization, His-ERG Ets domain / labelled DNA; active means well fitted inhibition curve with a large enough effect in the polarisation, with a control signal flat; inconclusive means small, poorly fitted or top-dose-only effect, or effect the other way, or a change in a side signal; inactive means no such curve, though single readings can be large or run the other way; the % refers to the polarisation;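 further: polarization taken with two DNA probes labelled with fluorescein and Texas red; potency means the concentration at half of the fitted maximal effect; % of control where 0% means no effect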
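His-tagged ERG Ets domain (1 uM in the protein solution; 300mM KCl, 50mM Tris-HCl, 1mM EDTA, 1mM DTT, pH 7.5) received compound, then a probe mix of 5 nM fluorescein-DNA and 100nM Texas-615-DNA. Fluorescence polarization was read for both dyes.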
Numbers without * were called inactive; ? = inconclusive; nt = not tested or not shown; & = joins results of further samples; [ ] = remark or other dose. Unless noted, the call rests on the fitted dose curve; in most records, active means well fitted curve in the direction sought with a large enough effect; inconclusive means small, poorly fitted or top-dose-only effect, or another doubt; inactive means no such curve, though single readings can be large; an effect the other way counts as inactive or inconclusive.

SMILES	D2 antagonist	Vif-A3G inh	Vif-APOBEC3F blk	GRP78 ERSR act	RGS4 inhibitor	ALOX12 inh	D2 agonist	LDHA block	ERG Ets-DNA blk
Cc1ccc(C(=O)COC(=O)c2cccc(N3C(=O)c4c(C)nc5ccccc5c4C3=O)c2)cc1C	-25.9	-2.4%	2.8%	3.0%	1.1%	-12.7%	0.8	-9.8	-15.2%
O=C(Oc1ccc(-c2nccc(-c3ccccn3)n2)cc1)c1cccc(C(F)(F)F)c1	8.9	0.2%	1.9%	4.2%	5.8%	0.0%	-0.7	-4.9	-2.0%
CN(C)C(=S)Oc1ccccc1C1(C)OCCO1	nt	-1.6%	-0.8%	-2.8%	nt	-17.0%	nt	-1.5	nt
CC(C)NC(=O)c1ccc(Cn2c(=O)c3cccn3c3cccnc32)cc1	nt	-6.1%	-1.7%	-3.3%	24.9%	-7.2%	0.7	-2.8	-1.3%
COc1cc2c(cc1OC)C(C(=O)Nc1cccc(C)n1)C(c1cccnc1)N(C)C2=O (centres undefined)	7.2	-5.5%	3.8%	1.7%	-29.8%	-26.6%	0.3	-6.6	-5.1%
O=C(Nc1nnc(C2CC2)s1)C1CCCCN1S(=O)(=O)c1ccccc1 (centres undefined)	4.9	0.7%	-3.4%	-3.2%	11.5%	15.1%	-0.3	-7.2	-0.8%
CCCCCN(C(=O)NC(=O)Nc1ccccc1C)S(C)(=O)=O	-14.2	-0.8%	-0.3%	1.0%	18.4%	9.1%	0.8	-7.0	nt
O=C(NCC(=O)N1CCN(c2ccccc2F)CC1)c1cccs1	-0.8	2.4%	5.3%	5.6%	11.7%	0.0%	-0.3	-2.2	-4.7%
Cc1cc(C)cc(NC(=S)N2CCN(Cc3ccccc3)CC2)c1	-10.6	0.0%	-4.7%	-4.0%	-24.5%	-10.5%	0.1	-7.7	-10.6%
CCC(=O)c1ccc(OCC(=O)NC2CCCC2)cc1	10.9	-3.0%	1.6%	-1.6%	-28.0%	-11.1%	0.5	-8.5	2.8%[15.4 µM]
Cc1ccc(C(=O)NCCCNC(=O)c2ccccc2F)cn1	6.4	1.5%	-33.4%	-1.5%	2.9%	10.1%	0.1	-0.9	6.0%
Cc1ccc(C(=O)NCc2ccc3c(c2)OCO3)cc1C	-7.3	1.0%	-1.9%	2.7%	27.5%	6.3%	2.3	-0.1	-7.4%
O=C(OCCc1cc2ccccc2c(=O)o1)c1ccccc1C(F)(F)F	2.5	2.3%	2.0%	2.6%	12.2%	-11.0%	0.3	-2.8	-16.0%
COC(=O)c1ccccc1NC(=O)/C=C/c1cc(OC)c(OC)c(OC)c1	-2.5	-9.1%	2.9%	0.3%	-27.5%	0.0%	1.2	-4.5	-6.7%
CC(=O)Nc1ccc(S(=O)(=O)Nc2ccc(S(=O)(=O)Nc3ncccn3)cc2)cc1	-3.7	-1.2%	5.7%	-2.7%	-5.3%	4.3%	-3.0	-4.6	14.1%
CCCC(=O)N1CCCC1(C)C(=O)Nc1ccc2cn[nH]c2c1 (centres undefined)	nt	-4.8%	nt	-3.1%	nt	-3.7%	nt	-5.2	nt
CC(C)(C)N=C1C([N+](=O)[O-])=CC=C2C1=NC1(CCCCC1)N2O	14.2	1.6%	-15.4%	-4.6%	-45.6%	-29.9%	0.7	16.2	8.3%
CCOc1ccc(N(CC(=O)Nc2ccccc2OCC)S(=O)(=O)c2c(C)noc2C)cc1	-1.8	?	-8.7%	-3.7%	-5.7%	1.3%	-0.7	-0.7	-2.4%
CCOC(=O)C1(CC2CC2)CCN(Cc2cn(C)c3ccccc23)CC1	30.3*	-10.8%	-15.9%	-6.2%	-11.5%	-15.9%	-0.8	-1.4	-2.8%
COc1ccc(-c2cc(N3C(=O)Nc4ccccc4N3O)n[nH]2)cc1OC	-10.4	3.3%	-2.3%	-3.7%	-26.3%	2.1%	0.0	-1.1	34.6%[activator]
Cc1ccc(NC(=O)CSc2nsc(SCC(=O)Nc3ccc(C)cc3C)c2C#N)c(C)c1	6.0	2.1%	-5.8%	-3.8%	-6.8%	-6.0%	0.2	-7.8	-0.4%
CN1C(=O)c2ccc(C(=O)NC3CCCCC3)cc2C1=O	-1.5	5.9%	2.3%	2.0%	-30.1%	0.0%	-2.1	0.4	-2.2%
Cc1cc(NC(=O)CSc2nc3ccccc3c(=O)n2-c2ccccc2)no1	nt	0.1%	-12.8%	-4.5%	3.4%	21.3%	nt	-1.4	3.1%
O=C(COc1ccc(S(=O)(=O)N2CCOCC2)cc1)N1CCN(c2ccccc2)CC1	-6.6	0.1%	1.9%	-4.4%	44.5%	2.6%	0.7	-4.7	-4.7%
C=CCn1c(SCC(=O)NCc2ccc3c(c2)OCO3)nnc1-c1cccnc1	-13.8	-1.8%	-4.5%	-1.0%	-12.9%	0.0%	-0.2	-9.7	3.2%
(continued)
SMILES	D2 antagonist	Vif-A3G inh	Vif-APOBEC3F blk	GRP78 ERSR act	RGS4 inhibitor	ALOX12 inh	D2 agonist	LDHA block	ERG Ets-DNA blk
O=C(c1ccc(N2CCOCC2)cc1)N1CCCC(Nc2ccccc2)C1 (centres undefined)	1.3	-4.9%	4.2%	-3.5%	-107.3%[56.9 µM]	-3.5%	-0.3	-2.8	7.3%
O=C(NNc1cccc(Cl)n1)Nc1ccccc1	-7.0	0.4%	0.3%	-2.8%	-10.5%	0.0%	0.0	3.6	-4.1%
COCCNC(=O)Nc1ccc(F)cc1	2.2	2.1%	5.2%	-3.2%	4.1%	-5.6%	2.5	-7.3	36.1%[activator]
CC1(c2ccc3ccccc3c2)NC(=O)N(CC(=O)NCc2cccs2)C1=O (centres undefined)	6.9	-5.5%	0.5%	-3.5%	3.7%	-15.2%	-0.2	4.8	9.3%
CN(CC(=O)C(C(N)=O)c1ccccc1)c1ccccc1 (centres undefined)	nt	2.0%	-10.1%	-4.8%	nt	?	nt	4.4	nt
CCCCNS(=O)(=O)c1ccc2nc(-c3cccnc3)cc(C(=O)NC3CCCC3)c2c1	-0.1	-1.2%	17.8%	0.4%	-20.1%	5.6%	0.3	-5.2	7.2%
CCCCn1c(N)c(N(Cc2ccccc2OC)C(=O)CC2OC(=O)c3ccccc32)c(=O)[nH]c1=O (centres undefined)	-10.5	-1.6%	-5.7%	-4.7%	-12.7%	-17.6%	-0.4	-0.8	7.0%
O=C(Nc1ccc(-c2nc3cc(NC(=O)c4ccccc4Cl)ccc3o2)cc1)c1ccccc1Cl	nt	-2.2%	-5.4%	-1.8%	0.0%	-19.4%	-0.5	-4.1	1.4%
Cc1nc2ccccn2c1-c1csc(Nc2ccc(C(=O)O)cc2)n1	nt	?	-12.2%	-4.6%	-23.4%	-8.1%	nt	-0.8	-3.6%
CCCCCCn1c(NCC)nc2c1c(=O)n(C)c(=O)n2C	4.6	-7.0%	4.9%	-0.5%	-25.8%	7.4%	0.5	-7.9	-1.6%
O=C(NCc1ccc2c(c1)OCO2)c1ccncc1	-22.9	-4.1%	-28.9%	-0.4%	2.4%	-22.4%	0.3	-6.9	-12.5%
O=C(CSc1nnnn1-c1ccc(F)cc1)c1ccc(O)c(O)c1	-20.5	-1.0%	-1.8%	-0.9%	-14.0%	14.1µM*	-0.6	9.6	0.5%
O=C(NNC(=O)C1CC1c1ccccc1)c1ccccc1[N+](=O)[O-] (centres undefined)	-7.7	-0.1%	0.6%	1.8%	11.5%	3.6%	1.1	0.6	-10.8%
Cc1ccc(C2C3=C(CC(C)(C)CC3=O)Nc3[nH]c(=S)[nH]c(=O)c32)cc1 (centres undefined)	-0.1	-3.2%	5.5%	-6.3%	-49.9%	?	0.7	-6.6	-6.2%
COc1ccc(-n2nc(C(=O)N3CCC(C#N)CC3)c3c4ccccc4n(C)c3c2=O)cc1	nt	1.6%	0.6%	-3.0%	29.2%	12.5%	nt	-8.5	4.1%
COc1cc(NC(=O)c2c(F)cccc2F)c(Cl)cc1Cl	23.5	1.4%	2.2%	-2.3%	-33.2%	-33.0%	-0.7	-5.8	-0.5%
CN(c1ccc(OCC(=O)N2CCN(c3ccc(F)cc3)CC2)cc1)S(=O)(=O)c1cccs1	-2.4	3.7%	-11.0%	-0.4%	-5.5%	?	-0.3	3.4&-3.8	9.7%
CCOC(=O)c1cnn(-c2cc(C)nc3c(-c4ccccc4)c(C)nn23)c1N	-5.8	2.6%	-1.4%	-5.7%	-20.8%[11.4 µM]	87.8%&21.7%[activator]	-0.3	-1.3&0.2	-1.6%
C=CCN=c1scc(-c2ccc3c(c2)NC(=O)CO3)n1/N=C(\C)c1ccccn1	nt	-1.1%	-27.3%	-5.0%	-16.6%	0.0%	nt	-12.9	2.8%
CCOc1c2c(nc3ccc(Cl)cc13)CCC2	-0.3	-0.5%	1.4%	-4.0%	-6.0%	-4.7%	-1.8	2.4	-2.8%
CCCC(=O)NC(C)c1nc(-c2ccc(C)cc2)no1 (centres undefined)	nt	5.0%	-3.7%	0.4%	1.8%	14.1%	nt	-4.9	-4.9%
O=C(O)c1ccccc1-n1cccc1C(=O)O	-0.3	-1.3%	1.2%	-4.1%	13.5%	40.1%[activator]	-2.3	-6.1	6.2%
COCCCNC(=S)N1CCN(S(C)(=O)=O)CC1	14.5	0.4%	0.9%	-1.9%	0.2%	-11.7%	0.5	-1.6	3.1%
N#Cc1ccc(CSc2ncccn2)cc1	-5.8	-0.7%	3.3%	3.8%	5.3%	0.0%	-0.8	-6.0	-2.4%

Source: PubChem BioAssay (National Center for Advancing Translational Sciences (NCATS))

Only part of the results is shown; count on the stated rates, not on these rows.
